Growth percent in the NCI-60 one-dose screen (48 h, 10 µM unless noted): 100 = growth as untreated, 0 = no growth, -100 = all killed.
HCT-15: HCT-15 colon cancer; actives 5.2% (n = 82,000); AID 1794746
HCC-2998: HCC-2998 colon cancer; actives 4.7% (n = 79,000); AID 1794799
COLO 205: COLO 205 colon cancer. actives 7.3% (n = 79,000). AID 1794742
SW-620: SW-620 colon cancer. actives 5.2% (n = 82,000). AID 1794795
HT29: HT29 colon cancer; actives 7.4% (n = 81,000); AID 1794748
SNB-75: SNB-75 CNS cancer | actives 5% (n = 79,000) | AID 1794750
KM12: KM12 colon cancer cells; actives 5% (n = 82,000); AID 1794800
NCI-H322M: NCI-H322M lung cancer | actives 2.7% (n = 80,000) | AID 1794733
HCT-116: HCT-116 colon cancer. AID 1794798. actives 7.3% (n = 82,000)
Active calls of the source: *; nt = not tested or not shown. The calls were made as follows: active = growth percent below 10; inactive = the rest.

SMILES	HCT-15	HCC-2998	COLO 205	SW-620	HT29	SNB-75	KM12	NCI-H322M	HCT-116
Nc1ncc(-c2ccc3ncnc(Nc4cccc(Cl)c4)c3c2)cn1	39	61	51	91	40	50	68	4.8*	66
Cc1nc2sc(-c3nc4ccccc4[nH]3)c(N)c2c(C)c1Cl	67	98	79	85	92	49	85	102	71
CCCCCC1C(=O)N2C=C(c3ccccc3)c3ccccc3N2C1=O (configuration not stated)	101	95	104	101	116	97	106	103	108
C=CCOc1cccc(/C=C/C(=O)c2sc(N)nc2C)c1	83	113	134	108	111	111	97	79	97
COc1ccc(-c2c(C(N)=O)nnn2-c2cc(OC)c(OC)c(OC)c2)cc1	nt	114	98	106	101	85	103	116	102
CCc1c(C(=O)N[C@@H](CO)Cc2ccccc2)[nH]c2ccc(Cl)cc12	79	101	95	101	104	68	84	91	97
N#CC(C(=N/O)/C(=N/O)C(C#N)c1ccc(Cl)cc1)c1ccc(Cl)cc1 (configuration not stated)	105	111	114	106	102	91	104	107	110
CC1(C)COC(c2ccccc2Cl)OC1	109	111	118	110	112	106	114	116	108
O=C(N=Nc1c(O)[nH]c2ccccc12)c1cc(-c2ccccc2)on1	102	111	122	98	104	54	101	111	100
CCCCCCCCCCCCCCCCCCNC(=S)N=Nc1c(O)[nH]c2ccccc12	80	98	97	90	100	72	98	86	72
O=C1C[C@H](c2ccco2)Cc2ccccc2O1	101	101	109	96	89	89	101	99	101
COC(=O)c1[nH]nc2c1C1(C(=O)N(C)c3ccccc31)C(C#N)=C(N)O2 (configuration not stated)	101	104	110	93	104	92	103	94	101
O=C(O)c1cccc(-c2nc(N3CCOCC3)c3ccccc3n2)c1	98	96	105	101	105	94	99	94	96
CC(=O)Nc1ccccc1[N+](=O)[O-]	107	98	108	107	104	106	103	100	114
CCOC(=O)Nc1ccc(C)cc1NC(=O)OCC	97	103	108	94	92	93	102	94	78
Cc1cc2ncc(-c3cc4ccccc4c(N4CCN(C)CC4)n3)nc2cc1C	-70*	-84*	-58*	1.5*	-60*	56	-3.5*	48	-86*
COc1cccc(-c2cc(-c3ccc(Nc4nc(Nc5ccc(Cl)cc5)nc(Nc5ccc(Cl)cc5)n4)cc3)nc(N)c2C#N)c1	23	-30*	-30*	-40*	17	66	47	100	6.3*
O=C(c1cc2ccccc2[nH]1)N(CC(F)(F)F)[C@H]1CCC[C@@H](NCc2cccc(F)c2)C1	87	45	39	96	66	51	73	70	86
CNC1=C([N+](=O)[O-])C(c2cc3ccc(Cl)cc3nc2Cl)C(C#N)=C(c2cccs2)O1 (configuration not stated)	87	110	114	94	94	83	98	92	85
O=C1c2ccccc2NC(c2cccnc2)N1/N=C/c1cccnc1 (configuration not stated)	96	102	105	94	101	88	102	80	100
CC1CC(=O)C2=C(C1)Nc1ccc(Br)cc1CC2c1c[nH]c2ccc(Br)cc12 (configuration not stated)	27	70	66	34	11	-7.5*	28	71	24
Cc1c(Cc2ccccc2)sc2nc(=O)c3cn(C)nc3n12	109	102	112	96	96	88	98	93	99
CC1(C)CC[C@]2(C(N)=O)CC[C@]3(C)C(=CC[C@@H]4[C@@]5(C)Cc6c([nH]c7ccccc67)C(C)(C)[C@@H]5CC[C@]43C)[C@@H]2C1	83	101	56	85	72	102	91	64	61
OC(c1ccccc1)c1ccccc1	91	93	99	108	100	93	104	98	91
Cc1c(C(N)=O)sc2nc(SCC(=O)Nc3ccc(Cl)cc3)n(-c3ccccc3)c(=O)c12	121	109	nt	128	88	94	118	105	103
COc1ncnc2c(-c3ccco3)cn(COCc3ccccc3)c12	40	77	72	66	50	67	53	88	40
Cn1c(-c2ccccc2)cs/c1=N\S(=O)(=O)c1ccc(NNc2c3ccccc3cc3ccccc23)cc1	88	102	90	100	96	99	85	97	62
OC(COc1ccc(Cl)cc1)CN1CCN(c2ccc(Cl)cc2)CC1 (configuration not stated)	112	98	95	94	76	101	100	96	91
N#Cc1c(-c2ccc([N+](=O)[O-])cc2)[nH]c(=S)n(N=O)c1=O	117	99	103	101	118	87	105	100	101
Cc1ccc2nc(-c3ccc(C(=O)N/N=C\c4ccc(Cl)cc4Cl)cc3)[nH]c2c1	71	94	85	47	121	91	71	72	43

One compound at a time, from the list above. Order of values: HCT-15 | HCC-2998 | COLO 205 | SW-620 | HT29 | SNB-75 | KM12 | NCI-H322M | HCT-116
OC(c1ccccc1)c1ccccc1 as listed: 91 | 93 | 99 | 108 | 100 | 93 | 104 | 98 | 91
OC(COc1ccc(Cl)cc1)CN1CCN(c2ccc(Cl)cc2)CC1 (configuration not stated) as listed: 112 | 98 | 95 | 94 | 76 | 101 | 100 | 96 | 91

(further entries)
SMILES	HCT-15	HCC-2998	COLO 205	SW-620	HT29	SNB-75	KM12	NCI-H322M	HCT-116
CC1(C)NC2=C(C(Nc3cccnc3)N1)C(c1ccc(Cl)cc1Cl)C(C(=O)c1ccc(N=[N+]=[N-])cc1)O2 (configuration not stated)	105	102	109	104	102	92	99	101	99
C=CCCCCCCCCC1OCC(C)(C)C(C(C)C)O1 (configuration not stated)	103	112	112	104	106	90	107	105	48
CCOC(=O)Cc1c[nH]c2ccc([N+](=O)[O-])cc12	99	99	111	110	102	99	109	97	97
CCCCCN1C(=O)/C(=c2\sc3n(c2=O)C2C(NN=3)N(CC)C(=O)N2CC)c2ccccc21 (configuration not stated)	1.0*	-17*	1.0*	-42*	-57*	-51*	-53*	21	-72*
COC(=O)[C@H]1CCCN1C(=O)C1CCCN1C(=O)[C@H](Cc1ccccc1)NC(=S)Nc1cc(C(F)(F)F)cc(C(F)(F)F)c1 (some centres not stated)	72	87	105	89	74	73	75	101	64
ON(CCc1ccccn1)CCc1ccccn1	102	106	104	109	104	88	103	113	101
O=C(O)/C=C\C(=O)Nc1cccc(O)c1	101	98	113	106	94	99	98	87	98
O=C(O)c1cc2ccccc2cc1Nc1ccccc1	99	99	122	105	117	102	109	108	90
O=C(Nc1ccccc1C1=NCCN1)c1ccc(C(=O)Nc2ccccc2C2=NCCN2)cc1	103	102	106	74	98	104	106	105	103
OC(c1ccccc1)c1cnccc1NC1CCCCC1 (configuration not stated)	101	100	103	91	90	83	94	94	84
Cc1ccc(S(=O)(=O)/N=c2\c3ccccc3cnn2C2=NCCN2S(=O)(=O)c2ccc(C)cc2)cc1	104	115	120	106	123	88	103	107	98
CCC(=O)O[C@H]1CCC[C@H]2[C@@H]3CCC4=CC(=O)CC[C@]4(C)[C@H]3CC[C@]12C	98	102	111	102	82	105	106	112	95
CCCCNNC(=O)c1ccc(Br)cc1	79	61	46	33	37	61	78	59	20
Cc1ccc(/C=C/C(=O)c2ccc(NC(=O)CSc3nc4[nH]c(=O)n(C)c(=O)c4[nH]3)cc2)c(C)c1	103	100	111	89	102	89	66	96	103
COc1cc(CO)ccc1O	102	109	105	104	101	94	105	93	108
Cc1nc2sccn2c1-c1csc(Nc2cccc(Cl)c2C)n1	46	69	70	49	31	77	51	81	46
CC(C)NC(=O)c1cc(-c2ccc(NC(=O)Nc3ccc(N4CCN(C)CC4)c(C(F)(F)F)c3)cc2)nc2cccnc12	-90*	-98*	-81*	-65*	-87*	-96*	-84*	-91*	-91*
COc1ccc2[nH]cc(C(c3ccc(Cl)cc3)N3CCCC3)c2c1 (configuration not stated)	90	97	114	112	102	90	101	94	96
COc1cc(/C=C/C(=O)c2cccnc2Nc2ccc(F)cc2)cc(OC)c1OC	22	22	84	22	12	22	25	103	14
CCOC(=O)CC(C(=O)OCC)n1c(O)c(/C=N/NC(=O)c2ccncc2)sc1=S (configuration not stated)	103	93	108	98	107	91	98	105	98
CN1C(=O)C(C2Sc3ccccc3NC2=O)SC1=S (configuration not stated)	99	108	nt	51	78	71	36	90	82
CN1CCN(c2ccc(Nc3ncc4[nH]c(=O)n(Cc5ccccc5N)c4n3)cc2)CC1	106	96	107	95	80	40	101	100	92
O=C1NCc2ccc3c(-c4cccc(Cl)c4)c[nH]c3c21	27	25	-27*	21	7.6*	13	19	48	14
N#Cc1c(N=Cc2ccc(N3CCCCC3)cc2)oc(-c2ccccc2)c1-c1ccccc1	88	108	111	97	86	84	99	102	85
CC1(c2cc3ccccc3oc2=O)NC(=O)c2ccccc2N1 (configuration not stated)	95	104	100	89	92	85	93	91	100
C[C@H](C(=O)Nc1ccc(S(N)(=O)=O)cc1)S(=O)(=O)c1ccccc1	98	111	107	110	107	97	104	108	92
C/C=C\C(=O)N(c1ccc(N(C(=O)/C=C/C)C(C)CC)cc1)C(C)CC (configuration not stated)	92	94	106	98	91	99	100	89	82
COC(=O)/C(C#N)=C1/CCC(NC(=O)Cc2ccc(Cl)cc2Cl)N1C (configuration not stated)	100	102	114	95	89	97	102	102	83
CC(=O)Oc1ccccc1C(=O)Oc1ccc(C(=O)/C=C/c2ccc(F)cc2)cc1	115	117	123	105	120	102	105	109	102
Cn1cc(-c2csc(-c3c[nH]c4ccc(Br)cc34)n2)c2cccnc21	78	92	109	97	91	99	87	95	87

Ordered by length of the SMILES (largest number first): 18 of the compounds above
SMILES	HCT-15	HCC-2998	COLO 205	SW-620	HT29	SNB-75	KM12	NCI-H322M	HCT-116
CC(C)NC(=O)c1cc(-c2ccc(NC(=O)Nc3ccc(N4CCN(C)CC4)c(C(F)(F)F)c3)cc2)nc2cccnc12	-90*	-98*	-81*	-65*	-87*	-96*	-84*	-91*	-91*
Cc1ccc(/C=C/C(=O)c2ccc(NC(=O)CSc3nc4[nH]c(=O)n(C)c(=O)c4[nH]3)cc2)c(C)c1	103	100	111	89	102	89	66	96	103
CCC(=O)O[C@H]1CCC[C@H]2[C@@H]3CCC4=CC(=O)CC[C@]4(C)[C@H]3CC[C@]12C	98	102	111	102	82	105	106	112	95
CN1CCN(c2ccc(Nc3ncc4[nH]c(=O)n(Cc5ccccc5N)c4n3)cc2)CC1	106	96	107	95	80	40	101	100	92
CCOC(=O)CC(C(=O)OCC)n1c(O)c(/C=N/NC(=O)c2ccncc2)sc1=S (configuration not stated)	103	93	108	98	107	91	98	105	98
CC(=O)Oc1ccccc1C(=O)Oc1ccc(C(=O)/C=C/c2ccc(F)cc2)cc1	115	117	123	105	120	102	105	109	102
C[C@H](C(=O)Nc1ccc(S(N)(=O)=O)cc1)S(=O)(=O)c1ccccc1	98	111	107	110	107	97	104	108	92
C/C=C\C(=O)N(c1ccc(N(C(=O)/C=C/C)C(C)CC)cc1)C(C)CC (configuration not stated)	92	94	106	98	91	99	100	89	82
COc1cc(/C=C/C(=O)c2cccnc2Nc2ccc(F)cc2)cc(OC)c1OC	22	22	84	22	12	22	25	103	14
COC(=O)/C(C#N)=C1/CCC(NC(=O)Cc2ccc(Cl)cc2Cl)N1C (configuration not stated)	100	102	114	95	89	97	102	102	83
COc1ccc2[nH]cc(C(c3ccc(Cl)cc3)N3CCCC3)c2c1 (configuration not stated)	90	97	114	112	102	90	101	94	96
O=C1NCc2ccc3c(-c4cccc(Cl)c4)c[nH]c3c21	27	25	-27*	21	7.6*	13	19	48	14
Cc1nc2sccn2c1-c1csc(Nc2cccc(Cl)c2C)n1	46	69	70	49	31	77	51	81	46
CN1C(=O)C(C2Sc3ccccc3NC2=O)SC1=S (configuration not stated)	99	108	nt	51	78	71	36	90	82
O=C(O)c1cc2ccccc2cc1Nc1ccccc1	99	99	122	105	117	102	109	108	90
O=C(O)/C=C\C(=O)Nc1cccc(O)c1	101	98	113	106	94	99	98	87	98
CCCCNNC(=O)c1ccc(Br)cc1	79	61	46	33	37	61	78	59	20
COc1cc(CO)ccc1O	102	109	105	104	101	94	105	93	108

The list goes on:
SMILES	HCT-15	HCC-2998	COLO 205	SW-620	HT29	SNB-75	KM12	NCI-H322M	HCT-116
O=C(O)c1ccc(-n2c(=O)n(-c3cccc(C(F)(F)F)c3)c(=O)c3cc(-c4ccc(F)cc4F)ccc32)cc1	10	13	65	15	48	-12*	4.5*	8.2*	4.2*
Nc1ccn(-c2ccc(Br)cc2)c(=O)n1	119	30	198	99	125	77	121	120	102
Cc1cc(=O)oc2cc(OS(=O)(=O)N3CCCCC3)ccc12	99	106	106	97	95	98	102	99	98
CC(=O)c1sc(/N=C2\NC(=O)/C(=C3/C(=O)N(Cc4ccccc4)c4ccccc43)S2)nc1C	93	104	111	119	102	94	106	99	97
CS(=O)CC(=N\O)/C(CS(C)=O)=N\O (configuration not stated)	99	105	106	101	100	97	102	98	102
c1ccc(C[Si](Cc2ccccc2)(Cc2ccccc2)Cc2ccccc2)cc1	85	86	107	83	60	100	97	105	55
COC(=O)CCC(=O)c1ccc2cc(OC)ccc2c1	99	96	105	102	101	94	101	103	99

Screening data: PubChem BioAssay, NCI
